Screening results from PubChem.
RXFP1 antagonist: qHTS Assay for Antagonists of the Relaxin Receptor RXFP1; activity change, negative = inhibition, % at 57.5 µM; AID 1259400, 2018; HEK293-RXFP1, relaxin-stimulated cAMP HTRF, 30 min; active compounds read low; 0.59% of 350,000 active; Relaxin receptor 1 (Homo sapiens), Q9HBX9;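 active = activity change of -60% or lower, but not beyond a set lower limit; inconclusive = change between -60% and -40%, or beyond the set limit; inactive = change above -40%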; also: % is scaled to controls: 0 for no effect and ±100 for the full control effect
Target sequence (Q9HBX9 whole entry, looked up): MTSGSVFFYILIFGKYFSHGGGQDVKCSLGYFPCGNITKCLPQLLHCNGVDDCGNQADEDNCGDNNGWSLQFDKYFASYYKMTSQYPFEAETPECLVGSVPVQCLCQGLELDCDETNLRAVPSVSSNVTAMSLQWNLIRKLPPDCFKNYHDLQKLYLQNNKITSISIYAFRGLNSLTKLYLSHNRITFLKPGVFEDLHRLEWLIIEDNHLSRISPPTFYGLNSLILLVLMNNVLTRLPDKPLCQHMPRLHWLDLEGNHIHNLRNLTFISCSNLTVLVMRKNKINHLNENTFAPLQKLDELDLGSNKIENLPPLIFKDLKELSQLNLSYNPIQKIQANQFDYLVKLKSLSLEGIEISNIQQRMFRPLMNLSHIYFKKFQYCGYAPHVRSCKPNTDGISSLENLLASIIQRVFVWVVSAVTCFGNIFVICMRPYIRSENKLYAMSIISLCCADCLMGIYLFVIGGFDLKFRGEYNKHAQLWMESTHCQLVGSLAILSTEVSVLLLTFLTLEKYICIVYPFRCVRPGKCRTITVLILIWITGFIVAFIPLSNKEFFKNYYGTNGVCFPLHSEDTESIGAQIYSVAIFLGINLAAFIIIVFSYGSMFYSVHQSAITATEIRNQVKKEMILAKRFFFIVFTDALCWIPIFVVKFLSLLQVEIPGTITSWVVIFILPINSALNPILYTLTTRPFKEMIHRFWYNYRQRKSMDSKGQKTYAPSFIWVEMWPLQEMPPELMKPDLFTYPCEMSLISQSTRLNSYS
TRHR enhancer: qHTS for Small Molecule Agonists and Allosteric Enhancers of Human TRH Receptor: Primary Screen for Enhancers; Thyrotropin-releasing hormone receptor (Homo sapiens), P34981; TRHR cells, fluo-8 calcium fluorescence, EC20 TRH enhancement; enhancement, % at 2 µM; AID 493056, 2011; 0.66% of 360,000 active; in the data active = enhancement above about 30%; also: 0% is about no effect
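TRHR-expressing cells loaded with fluo-8 calcium dye were read kinetically (ex 480/em 530) during compound addition, then stimulated with an EC20 of TRH (10 nM final). Enhancement of the Gq-mediated intracellular calcium response was scored.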
RXFP1 ag: qHTS Assay for Agonists of the Relaxin Receptor RXFP1 | Relaxin receptor 1 (Homo sapiens), Q9HBX9 | HEK293T-RXFP1 cAMP TR-FRET, 30 min; response scale: percent of porcine relaxin response, buffer zero | Potency, µM (top dose mostly 57.5 µM), without a hit: top-dose activation, hits mostly activators | 0.3% of 370,000 active; also: potency is read from the fitted curve at half-maximal effect; % is scaled to controls: 0 for no effect and ±100 for the full control effect; nearly all actives have a fitted effect of over 60% in size; many of its hits are not listed in these tables
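HEK293 cells stably expressing RXFP1, treated 30 min at 37C with compounds plus PDE4 inhibitor Ro 20174; cAMP measured by HTRF TR-FRET. Normalized to buffer and 29 nM porcine relaxin; EC50 by Hill fit.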
D2 PAM: HTS Assay for Positive Allosteric Modulators of the Human D2 Dopamine Receptor: Primary Screen for Potentiators | HEK293 T-REx D2, calcium flux, EC20 dopamine potentiation | potentiation, % at 10 µM | D(2) dopamine receptor (Homo sapiens), P14416 | 0.34% of 340,000 active;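 active = potentiation over 3 SD above the plate norm, cut at about 30% in these data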; also: 0% is about no effect
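Cells plated with tetracycline inducer and held overnight at 30 C; calcium dye loaded 30–90 min at room temperature; baseline taken, compound added and read 180 s; EC20 dopamine then added and read 180 s.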
D1 ag: Allosteric Agonists of the Human D1 Dopamine Receptor: qHTS. D(1A) dopamine receptor (Homo sapiens), P21728. HEK293 T-REx D1 cells, calcium flux, agonist mode. activation, % at 2 µM. 1% of 360,000 active. AID 504660, 2011; in the data active = activation above about 30%; also: 0% is about no effect
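Agonism was scored from calcium flux recorded over 180 s (1 read/s) after pintool compound addition, following a 10-cycle baseline. Cells were inducible force-coupled HEK293 TREx D1, plated overnight at 30 C and loaded with no-wash calcium dye.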
TRHR agonist: qHTS for Small Molecule Agonists and Allosteric Enhancers of Human TRH Receptor: Primary Screen for Agonists | Thyrotropin-releasing hormone receptor (Homo sapiens), P34981 | TRHR cells, calcium flux fluo-8, FDSS agonist mode | activation, % at 2 µM | 0.18% of 360,000 active | AID 493084, 2011; in the data active = activation above about 30%; also: 0% is about no effect
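Read-out: compound-evoked intracellular calcium rise in TRHR cells, fluo-8 dye, kinetic FDSS fluorescence at 1 s/cycle following a 10-cycle baseline. Cells cultured overnight before dye loading (30 min–1.5 h, RT).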
D1 PAM: Potentiators of Human D1 Dopamine Receptor: qHTS. HEK293 TREx D1 cells, calcium flux, dopamine EC20 potentiation. potentiation, % at 10 µM. 0.036% of 360,000 active; in the data active = potentiation above about 30%; also: 0% is about no effect
D1 antag: Antagonist of Human D 1 Dopamine Receptor: qHTS. D(1A) dopamine receptor (Homo sapiens), P21728. HEK293 TREx D1 cells, calcium flux, dopamine EC80; active compounds read low. activity change, negative = inhibition, % at 10 µM. 3.2% of 360,000 active; in the data active = activity change below about -30%; also: % is scaled to controls: 0 for no effect and ±100 for the full control effect
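Cells carrying a force-coupled, tetracycline-inducible human D1 receptor report calcium flux. Each well gets a 10 s baseline, compound with 180 s monitoring, then an EC80 dopamine stimulus with a second 180 s kinetic read.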
Anesthetic bind: qHTS Assay for Identification of Novel General Anesthetics; Ferritin light chain (Equus caballus), P02791; apoferritin/1-aminoanthracene competitive binding, fluorescence; Potency, µM (highest dose often 77.5 µM), inactives show at the highest dose activity change, negative = displacement, most hits filed as inhibitors; 0.074% of 350,000 active; AID 485281, 2010; also: potency is read from the fitted curve at half-maximal effect; % is scaled to controls: 0 for no effect and ±100 for the full control effect; nearly all actives have a fitted effect of over 20% in size
Target sequence (P02791 2-175 limits assumed): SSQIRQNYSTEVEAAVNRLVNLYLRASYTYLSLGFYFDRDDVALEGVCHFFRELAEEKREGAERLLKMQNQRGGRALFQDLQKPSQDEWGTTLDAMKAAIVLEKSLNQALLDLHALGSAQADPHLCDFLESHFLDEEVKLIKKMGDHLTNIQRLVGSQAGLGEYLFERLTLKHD
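Read-out: endpoint 1-AMA fluorescence, excitation 380 nm and emission 535 nm, after compounds sit 10 min at room temperature with 10 uM horse-spleen apoferritin in 50% saturated 1-AMA/PBS. Values come from four-parameter Hill fits.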
An asterisk follows results filed as active; ? = inconclusive; · = no result given; [ ] = dose if it differs, or a comment. Unless noted, calls follow the shape of the dose curve; as a rule, active = well fitted curve in the direction sought with a large enough effect; inconclusive = small, poorly fitted or top-dose-only effect, or another doubt; inactive = no such curve, though single readings can be large; an effect the other way counts as inactive or inconclusive. Not all compounds are listed; count on the stated rates, not on these rows.

Codes: A = RXFP1 antagonist; B = TRHR enhancer; C = RXFP1 ag; D = D2 PAM; E = D1 ag; F = TRHR agonist; G = D1 PAM; H = D1 antag; I = Anesthetic bind
CC1(C)CC(=O)C2=C(C1)N=c1s/c(=C/c3ccc(F)c(F)c3)c(=O)n1C2c1ccc(F)cc1 (configuration not stated)
  A: 0 | B: 0 | C: 1.7% | D: 13 | E: 2 | F: 0.0 | G: 2 | H: -6 | I: -2%

O=C(c1ccc(=O)[nH]n1)N1CCc2ccccc2C1
  A: -3 | B: -7 | C: -1.0% | D: -2 | E: 4 | F: -0.1 | G: 4 | H: 11 | I: 3%

CCOC(=O)C1(C)NC(c2ccc(OC)cc2OC)C2C(=O)N(CC)C(=O)C21 (configuration not stated)
  A: 2 | B: -5 | C: -0.9% | D: 1 | E: 1 | F: 0.1 | G: -2 | H: 1 | I: -7%

COc1ccc(NC(=O)C2CCN(c3nc(C)nc4c3CCC4)CC2)cc1
  A: -7 | B: -3 | C: 3.4% | D: -4 | E: 4 | F: -0.4 | G: -5 | H: -8 | I: -14%

Cc1ccn(C(=O)c2ccc(NC(=O)C3CCCCC3)cc2)n1
  A: -7 | B: 2 | C: 0.4% | D: 15 | E: 1 | F: 0.0 | G: 5 | H: 1 | I: ?

Cc1sc2ncnc(N3CCN(Cc4ccccc4)CC3)c2c1-c1ccc(F)cc1
  A: 2 | B: 4 | C: 3.1% | D: 1 | E: 0 | F: -0.2 | G: -4 | H: -12 | I: 1%

Cc1cc(=O)n2nc(N3CCC(C(=O)NCc4ccco4)CC3)sc2n1
  A: -28 | B: -5 | C: 9.9% | D: -2 | E: 5 | F: 0.6 | G: -1 | H: -7 | I: -9%

O=C(Cn1ccnc1)c1ccc(O)c(O)c1
  A: · | B: -2 | C: 0.9% | D: 11 | E: 0 | F: -0.3 | G: -3 | H: 7 | I: ·

CCc1ccc(S(=O)(=O)n2ccnc2)cc1
  A: 1 | B: 2 | C: -0.5% | D: -3 | E: 3 | F: 0.6 | G: -1 | H: -17 | I: -7%

CCC(C)N(C(=O)c1csnn1)C(C(=O)NC1CCCC1)c1ccccc1F (configuration not stated)
  A: -9 | B: -10 | C: -0.4% | D: 2 | E: 0 | F: 0.7 | G: 2 | H: -19 | I: -3%

COC(=O)c1ccc(NC(=O)c2cccc(NC(=O)c3ccccc3)c2)cc1
  A: 1 | B: -4 | C: 7.3% | D: 2 | E: 2 | F: -0.6 | G: -9 | H: -7 | I: -4%

CCN(c1ccccc1)S(=O)(=O)c1cc(NC(=O)COC(=O)C2CC2)ccc1Cl
  A: -19 | B: 6 | C: 1.5% | D: 25 | E: 3 | F: -0.1 | G: 0 | H: -11 | I: -10%

COCCOC(=O)c1c(NC(=O)CN2CCOCC2)sc(C(N)=O)c1C
  A: 6 | B: 1 | C: 1.6% | D: 12 | E: 1 | F: 0.6 | G: -7 | H: -16 | I: -1%

Cc1cc(C)n2nc3ccccc3c2n1
  A: -15 | B: -5 | C: -1.0% | D: -9 | E: 2 | F: 0.3 | G: -3 | H: 11 | I: -8%

CO/N=C/CC(=O)Nc1ccc(F)cc1F
  A: 7 | B: 2 | C: 0.0% | D: 7 | E: 0 | F: 0.0 | G: 0 | H: 25 | I: -8%

Cc1cc(OC(=O)c2ccccc2F)c([N+](=O)[O-])c(=O)[nH]1
  A: -6 | B: 9 | C: 2.1% | D: -2 | E: 4 | F: 0.3 | G: -4 | H: -6 | I: -7%

CN=C(NC#N)SCC(=O)c1ccc(Cl)cc1Cl
  A: 0 | B: -1 | C: -2.7% | D: 12 | E: 2 | F: 0.0 | G: -7 | H: 7 | I: -18%

COc1ccc(OC)c(NC(=O)Cn2c(=O)cc(C)c3c(C)nn(-c4cccc(Cl)c4C)c32)c1
  A: -1 | B: 3 | C: -2.2% | D: 2 | E: 1 | F: -0.1 | G: -3 | H: 2 | I: 1%

CSc1cccc(NC(=O)c2nnn(CC(=O)Nc3cc(C)cc(C)c3)c2N)c1
  A: 11 | B: -1 | C: 7.9% | D: 13 | E: 6 | F: 2.3 | G: -3 | H: -2 | I: -8%

c1ccc2c(Oc3ccc4c(c3)OCO4)nncc2c1
  A: -4 | B: -6 | C: 0.6% | D: -2 | E: -1 | F: -0.3 | G: 7 | H: -2 | I: -23%

Sorted by length of the SMILES (smallest number first): 5 of the compounds above.
Codes: A = RXFP1 antagonist; B = TRHR enhancer; C = RXFP1 ag; D = D2 PAM; E = D1 ag; F = TRHR agonist; G = D1 PAM; H = D1 antag; I = Anesthetic bind
Cc1cc(C)n2nc3ccccc3c2n1
  A: -15 | B: -5 | C: -1.0% | D: -9 | E: 2 | F: 0.3 | G: -3 | H: 11 | I: -8%

CO/N=C/CC(=O)Nc1ccc(F)cc1F
  A: 7 | B: 2 | C: 0.0% | D: 7 | E: 0 | F: 0.0 | G: 0 | H: 25 | I: -8%

CN=C(NC#N)SCC(=O)c1ccc(Cl)cc1Cl
  A: 0 | B: -1 | C: -2.7% | D: 12 | E: 2 | F: 0.0 | G: -7 | H: 7 | I: -18%

COC(=O)c1ccc(NC(=O)c2cccc(NC(=O)c3ccccc3)c2)cc1
  A: 1 | B: -4 | C: 7.3% | D: 2 | E: 2 | F: -0.6 | G: -9 | H: -7 | I: -4%

CCN(c1ccccc1)S(=O)(=O)c1cc(NC(=O)COC(=O)C2CC2)ccc1Cl
  A: -19 | B: 6 | C: 1.5% | D: 25 | E: 3 | F: -0.1 | G: 0 | H: -11 | I: -10%

Four compounds from above, arranged by the number in D1 PAM, falling.
SMILES	RXFP1 antagonist	TRHR enhancer	D2 PAM	D1 ag	TRHR agonist	D1 PAM	D1 antag	Anesthetic bind
c1ccc2c(Oc3ccc4c(c3)OCO4)nncc2c1	-4	-6	-2	-1	-0.3	7	-2	-23%
CO/N=C/CC(=O)Nc1ccc(F)cc1F	7	2	7	0	0.0	0	25	-8%
CSc1cccc(NC(=O)c2nnn(CC(=O)Nc3cc(C)cc(C)c3)c2N)c1	11	-1	13	6	2.3	-3	-2	-8%
COCCOC(=O)c1c(NC(=O)CN2CCOCC2)sc(C(N)=O)c1C	6	1	12	1	0.6	-7	-16	-1%

(next part)
Codes: A = RXFP1 antagonist; B = TRHR enhancer; C = RXFP1 ag; D = D2 PAM; E = D1 ag; F = TRHR agonist; G = D1 PAM; H = D1 antag; I = Anesthetic bind
CN(CC(=O)Nc1cccc(F)c1)C(=O)c1ccc2c(c1)CC(c1ccccc1)OC2=O (configuration not stated)
  A: ? | B: -2 | C: 0.1% | D: -2 | E: 5 | F: -0.5 | G: 1 | H: -7 | I: ·

CCOc1ccc(NCc2nc3ccccc3n2CCOc2ccccc2)cc1
  A: -4 | B: 11 | C: 0.4% | D: -2 | E: -1 | F: -1.3 | G: -2 | H: -30 | I: -23%

COc1ccc(Cl)cc1NC(=O)CSc1nc(-c2ccccc2)cc(=O)[nH]1
  A: 1 | B: 3 | C: -1.1% | D: -7 | E: -2 | F: -0.4 | G: -3 | H: 17 | I: -8%

COc1cc(CNC(=O)C2CCCC2)cc(OC)c1OC
  A: -2 | B: 3 | C: -0.6% | D: 4 | E: 1 | F: -0.4 | G: 1 | H: -14 | I: -3%

CCN(C(=O)COC(=O)CCc1ccccc1)c1ccccc1
  A: -2 | B: 18 | C: 2.7% | D: 2 | E: 17 | F: -0.3 | G: -4 | H: 3 | I: -13%

C=CCn1c2ccccc2c(=O)c2cc(C#CC[C@@H](C)O)ccc21
  A: · | B: -1 | C: 1.8% | D: 7 | E: -4 | F: -0.4 | G: -3 | H: · | I: ·

O=C(Nc1nc(-c2ccc(F)cc2)cs1)C1CCCO1 (configuration not stated)
  A: -1 | B: -2 | C: 1.2% | D: -3 | E: 3 | F: 0.1 | G: -4 | H: -13 | I: 2%

COc1cc(/C=C/c2nc(C#N)c(NCCc3ccccc3)o2)cc(OC)c1OC
  A: 8 | B: -5 | C: 16% | D: -10 | E: 1 | F: -1.5 | G: 3 | H: 1 | I: 475%[activator]
